Screening results (PubChem BioAssay)
KB-V1 cytotox – KB-V1 MDR subline cytotoxicity. KB-V1 MDR cells viability, CellTiter-Glo, 72 h. 3.4% of 400,000 active. Potency, µM (highest dose often 46.1 µM), for the others: top-dose activity change, negative = cytotoxicity, most hits filed as cytotoxic. AID 1347076; also: potency is read from the fitted curve at half-maximal effect; % is scaled to controls: 0 for no effect and ±100 for the full control effect; nearly all actives have a fitted effect of over 60% in size
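qHTS viability screen in drug-selected KB-V1 MDR cells: 72 h compound treatment at 37 degrees C, ATP luminescence end point.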
PTHR1 agonist – activates the human parathyroid hormone receptor PTHR1. Q03431. HEK293 GP2 PTHR1 cells, GloSensor cAMP luminescence, 1 h. Potency, µM (highest dose often 115 µM), inactives show top-dose activation, actives largely listed as activators. 0.075% of 410,000 active; also: potency is read from the fitted curve at half-maximal effect; nearly all actives have a fitted effect of over 55% in size; some results filed as inactive show a strong effect at the top dose; inactives centre near -15; many of its hits are not listed in these tables
Target sequence (Q03431 whole entry, looked up): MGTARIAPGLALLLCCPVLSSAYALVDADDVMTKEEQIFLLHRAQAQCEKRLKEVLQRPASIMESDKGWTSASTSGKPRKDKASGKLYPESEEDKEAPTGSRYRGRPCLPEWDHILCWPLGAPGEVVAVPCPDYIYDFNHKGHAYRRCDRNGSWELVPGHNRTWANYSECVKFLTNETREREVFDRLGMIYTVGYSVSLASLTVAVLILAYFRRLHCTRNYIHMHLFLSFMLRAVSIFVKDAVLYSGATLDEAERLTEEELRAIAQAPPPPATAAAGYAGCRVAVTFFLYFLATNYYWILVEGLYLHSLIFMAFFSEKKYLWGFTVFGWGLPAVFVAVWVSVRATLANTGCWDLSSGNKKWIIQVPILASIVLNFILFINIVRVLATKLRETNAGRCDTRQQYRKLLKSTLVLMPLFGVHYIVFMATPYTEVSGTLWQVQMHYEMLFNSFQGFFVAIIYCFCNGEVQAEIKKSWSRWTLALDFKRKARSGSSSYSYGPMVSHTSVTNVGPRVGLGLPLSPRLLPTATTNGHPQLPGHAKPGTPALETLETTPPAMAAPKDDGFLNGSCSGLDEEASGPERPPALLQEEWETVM
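HEK-293-derived GP2 cells expressing PTHR1 and a GloSensor cAMP reporter, 3,000/well, plated overnight, given luciferin plus IBMX (each 0.5 mM as added) for 1 h at 37 °C, then compound for 1 h at 37 °C. Luminescence was read after 15 min at room temperature.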
TDP43 rescue – TDP-43 toxicity inhibition in yeast; TDP-43 expressing yeast growth rescue, BacTiter-Glo, 24 h; Potency, µM (doses to about 46.1 µM), for inactives: top-dose growth rescue (activation), hits mostly activators; 1.8% of 410,000 active; AID 652104; also: potency is read from the fitted curve at half-maximal effect; % of control where 0% means no effect; nearly all actives have a fitted effect of over 50% in size
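Luminescence from BacTiter-Glo reports growth of TDP-43-expressing yeast after 24 hr at 30 deg C with compound. Cells were raffinose-pregrown to mid-log, then seeded in galactose medium at OD600=0.02.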
GLP-1R inv ag – GLP-1 receptor (human) inverse agonism; HEK293 GLP-1R CRE-luciferase, luminescence, 24 h; GLP-1R form is constitutively active; 1.6% of 410,000 active; Potency, µM (highest dose often 38.3 µM), inactives show at the highest dose activity change, negative = inhibition, most hits filed as inhibitors; also: potency is read from the fitted curve at half-maximal effect; % is scaled to controls: 0 for no effect and ±100 for the full control effect; nearly all actives have a fitted effect of over 55% in size
Target sequence (P43220 whole entry, looked up): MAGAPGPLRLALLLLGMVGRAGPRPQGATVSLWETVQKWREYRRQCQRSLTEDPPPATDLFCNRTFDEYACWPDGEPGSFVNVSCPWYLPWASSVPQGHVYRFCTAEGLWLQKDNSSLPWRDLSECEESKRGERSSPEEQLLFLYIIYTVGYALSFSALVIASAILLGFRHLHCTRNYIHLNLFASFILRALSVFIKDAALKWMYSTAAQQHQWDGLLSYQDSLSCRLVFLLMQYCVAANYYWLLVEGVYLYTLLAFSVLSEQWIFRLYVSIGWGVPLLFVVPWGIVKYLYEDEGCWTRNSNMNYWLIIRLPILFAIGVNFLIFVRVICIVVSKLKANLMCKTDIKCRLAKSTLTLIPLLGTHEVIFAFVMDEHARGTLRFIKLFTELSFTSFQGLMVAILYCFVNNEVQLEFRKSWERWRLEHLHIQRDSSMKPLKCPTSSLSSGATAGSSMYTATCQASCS
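Inverse agonists were sought by their lowering of basal cAMP reporter luciferase output in HEK293 cells stably carrying constitutively active human GLP-1R, after 24 h compound treatment.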
GLP1R cytotox – cytotoxicity in counter-screen for GLP-1R inverse agonists; Potency, µM (highest dose often 38.3 µM), for the others: top-dose activity change, negative = inhibition, actives largely listed as inhibitors; AID 624418; HEK293 cAMP-luciferase reporter cells, luminescence, 24 h; 0.13% of 410,000 active;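 also: loss of luciferase light is scored as toxicity; potency is read from the fitted curve at half-maximal effect; % is scaled to controls: 0 for no effect and ±100 for the full control effect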
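MLSMR compounds, 24 hr on cells at 37 deg C/5% CO2; luminescence after luciferase reagent (12 min RT). Inhibition counted as the undesired cytotoxic outcome.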
aSyn yeast inh – inhibitors of alpha-synuclein toxicity in yeast; Yeast expressing alpha-synuclein, growth rescue, BacTiter-Glo, 24 h; Potency, µM (doses to about 46.1 µM), without a hit: at the highest dose growth rescue (activation), hits mostly activators; 0.14% of 370,000 active; AID 652106; also: potency is read from the fitted curve at half-maximal effect; % of control where 0% means no effect; nearly all actives have a fitted effect of over 65% in size
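Screening used galactose-induced yeast with toxic alpha-synuclein levels, exposed to compound for 24 hr at 30 deg C. Cell growth, read with BacTiter-Glo luminescence, gave the measured signal.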
DRD3 agonist – activates the human D3 dopamine receptor; 0.58% of 410,000 active; D3R DiscoveRx beta-arrestin cells, luminescence, 90 min; max activation, %; in the data active = max activation above about 30%; also: 0% is about no effect; mostly tested at two doses, the higher about 12 µM
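Cells at 1500/well, incubated overnight, then treated with pinned compounds (dopamine as control) for 90 min at 37 degrees C. DiscoveRx reagent added for 30 - 60 minutes at room temperature; luminescence read.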
D3 antag – blocks the human D3 dopamine receptor. D3R cells, DiscoveRx beta-arrestin luminescence, antagonist mode; active compounds read low. 2.5% of 360,000 active. max response, negative = inhibition, %; in the data active = max response below about -50%; inconclusive = no clear call, values can overlap the other calls; also: % is scaled to controls: 0 for no effect and ±100 for the full control effect; mostly tested at two doses, the higher about 12 µM
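Cells plated overnight at 1500 cells/well, then exposed to library compounds with dopamine controls for 90 minutes at 37 degrees C. DiscoveRx reagent added for 30–60 minutes at room temperature; luminescence read, quantitative HTS format.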
GLP-1R agonist – GLP-1 receptor (human) agonism. P43220. HEK293 GLP-1R CRE-luciferase, luminescence, 4-6 h; cells express a hypersensitive GLP-1R form. Potency, µM (top dose mostly 45.6 µM), without a hit: at the top dose activation, actives largely listed as activators. 0.007% of 380,000 active; also: potency is read from the fitted curve at half-maximal effect; % of control where 0% means no effect
Starred values were filed as active, the others as inactive; [ ] = remark or other dose. Unless noted, calls follow the shape of the dose curve; as a rule, active = well fitted curve in the direction sought with a large enough effect; inconclusive = small, poorly fitted or top-dose-only effect, or another doubt; inactive = no such curve, though single readings can be large; an effect the other way counts as inactive or inconclusive. This is a subset (hit frequency here may not be typical).

Screening N#CC(=C1SC=CS1)c1nc(-c2ccccc2)cs1 returned KB-V1 cytotox inconclusive, PTHR1 agonist -11%, TDP43 rescue 20%, GLP-1R inv ag 32%, GLP1R cytotox -8%, aSyn yeast inh 0%, DRD3 agonist -2, D3 antag 24 and GLP-1R agonist -9%.
S=C(NNC(=S)Nc1ccc(Cl)cc1)NNc1ccccc1 was read as KB-V1 cytotox 11%, PTHR1 agonist inactive, TDP43 rescue 0%, GLP-1R inv ag -5%, GLP1R cytotox -2%, aSyn yeast inh -14%, DRD3 agonist 6, D3 antag -3 and GLP-1R agonist 3%.
`CCOC(=O)c1ccc(NC(=O)CS(=O)(=O)Cc2nc(-c3ccc(C)cc3)oc2C)cc1` gave KB-V1 cytotox 9%, PTHR1 agonist inactive, TDP43 rescue 17%, GLP-1R inv ag -12%, GLP1R cytotox -5% and DRD3 agonist 1.
Screening COc1ccc(C(=O)NCCN=C2NS(=O)(=O)c3ccccc32)cc1 returned KB-V1 cytotox 20%, PTHR1 agonist inactive, TDP43 rescue -2%, GLP-1R inv ag -12%, GLP1R cytotox -13%, aSyn yeast inh -1%, DRD3 agonist -15, D3 antag 5 and GLP-1R agonist 2%.
Screening CCNC(=O)C/C(C)=N/NC(=O)C12CC3CC(CC(C3)C1)C2 returned KB-V1 cytotox 7%, PTHR1 agonist inactive, TDP43 rescue 8%, GLP-1R inv ag inconclusive, GLP1R cytotox -2%, aSyn yeast inh -4%, DRD3 agonist -4, D3 antag 0 and GLP-1R agonist -8%.
`COC[C@H]1CCCN1[C@H]1CS(=O)(=O)N[C@@H]1COCc1ccccc1` gave KB-V1 cytotox 2%, PTHR1 agonist -25%, TDP43 rescue 18%, GLP-1R inv ag 5%, GLP1R cytotox 0%, aSyn yeast inh 0%, DRD3 agonist 7, D3 antag 6 and GLP-1R agonist 8%.
Screening CCCOc1ccc(C2Nc3cccc4cccc(c34)N2)cc1 returned KB-V1 cytotox 36%, PTHR1 agonist -14%, TDP43 rescue -18%[1.82 µM], GLP-1R inv ag 19%, GLP1R cytotox -3%, aSyn yeast inh -7%, DRD3 agonist -15, D3 antag 4 and GLP-1R agonist 2%.
O=C1NC(Cc2ccc(O)cc2)c2nc3ccc(Br)cc3c(=O)n2-c2ncccc21 (stereo not drawn) was read as KB-V1 cytotox 6%, PTHR1 agonist -37%[inhibitor], TDP43 rescue 20%, GLP-1R inv ag 18%, GLP1R cytotox 3%, aSyn yeast inh 0%, DRD3 agonist -6, D3 antag inconclusive and GLP-1R agonist 16%.
`CCCCN(CC)CCNC(=O)c1c(C)oc2ncnc(N3CCOCC3)c12` gave KB-V1 cytotox 3%, PTHR1 agonist inactive, TDP43 rescue -2%, GLP-1R inv ag -1%, GLP1R cytotox 0% and DRD3 agonist -5.
`COc1ccc(S(=O)(=O)NC(C)C(=O)NCc2ccncc2)cc1C` (stereo not drawn) gave KB-V1 cytotox -9%, PTHR1 agonist inactive, TDP43 rescue -11%, GLP-1R inv ag 10%, GLP1R cytotox 1%, aSyn yeast inh -3%, DRD3 agonist -1, D3 antag 1 and GLP-1R agonist 7%.

Arranged by length of the SMILES (highest first): 4 of the compounds above
`CCCCN(CC)CCNC(=O)c1c(C)oc2ncnc(N3CCOCC3)c12` gave KB-V1 cytotox 3%, PTHR1 agonist inactive, TDP43 rescue -2%, GLP-1R inv ag -1%, GLP1R cytotox 0% and DRD3 agonist -5.
`COc1ccc(S(=O)(=O)NC(C)C(=O)NCc2ccncc2)cc1C` (stereo not drawn) gave KB-V1 cytotox -9%, PTHR1 agonist inactive, TDP43 rescue -11%, GLP-1R inv ag 10%, GLP1R cytotox 1%, aSyn yeast inh -3%, DRD3 agonist -1, D3 antag 1 and GLP-1R agonist 7%.
S=C(NNC(=S)Nc1ccc(Cl)cc1)NNc1ccccc1 was read as KB-V1 cytotox 11%, PTHR1 agonist inactive, TDP43 rescue 0%, GLP-1R inv ag -5%, GLP1R cytotox -2%, aSyn yeast inh -14%, DRD3 agonist 6, D3 antag -3 and GLP-1R agonist 3%.
Screening N#CC(=C1SC=CS1)c1nc(-c2ccccc2)cs1 returned KB-V1 cytotox inconclusive, PTHR1 agonist -11%, TDP43 rescue 20%, GLP-1R inv ag 32%, GLP1R cytotox -8%, aSyn yeast inh 0%, DRD3 agonist -2, D3 antag 24 and GLP-1R agonist -9%.

(continued)
`CC1(C)CC(=O)C=C(NC2CCCCCC2)C1` gave KB-V1 cytotox inconclusive, PTHR1 agonist -8%[57.5 µM], TDP43 rescue -4%, GLP-1R inv ag 25%, GLP1R cytotox 13%, aSyn yeast inh -13%, DRD3 agonist -6, D3 antag 3 and GLP-1R agonist 1%.
Screening O=C(Nc1ccc(F)cc1F)c1c2c(nc3ccccc13)C(=O)N(C1CCCCC1)C2 returned KB-V1 cytotox -2%, PTHR1 agonist -12%, TDP43 rescue 23%, GLP-1R inv ag -1%, GLP1R cytotox 8% and DRD3 agonist 1.
For Cc1nc(CNC(=O)C2CCC(=O)N(Cc3cccc(F)c3)C2)sc1C (stereo not drawn) the results were KB-V1 cytotox -8%, PTHR1 agonist inactive, TDP43 rescue -7%, GLP-1R inv ag 16%, GLP1R cytotox -10%, aSyn yeast inh 1%, DRD3 agonist 4, D3 antag -4 and GLP-1R agonist -6%.
For CCc1ccccc1NC(=O)COc1ccc(C(=S)N2CCCC2)cc1 the results were KB-V1 cytotox inconclusive, PTHR1 agonist -20%, TDP43 rescue inconclusive, GLP-1R inv ag -23%, GLP1R cytotox -1%, aSyn yeast inh 0%, DRD3 agonist 12, D3 antag 7 and GLP-1R agonist 12%.
`CCOc1ccc(CCNC(=O)c2ccc(=O)[nH]c2)cc1OCC` gave KB-V1 cytotox 20%, PTHR1 agonist inactive, TDP43 rescue -16%, GLP-1R inv ag -8%, GLP1R cytotox 0%, aSyn yeast inh 0%, DRD3 agonist -6, D3 antag 0 and GLP-1R agonist -3%.
`COc1ccc(-c2ccnc3c(C#N)cnn23)cc1` gave KB-V1 cytotox -2%, PTHR1 agonist inconclusive, TDP43 rescue -4%, GLP-1R inv ag 18%, GLP1R cytotox -4%, aSyn yeast inh 13%, DRD3 agonist -12, D3 antag -11 and GLP-1R agonist 5%.
`O=C1c2cccc3cc(Br)cc(c23)C(=O)N1Nc1ccc(Br)cc1` gave KB-V1 cytotox inconclusive, PTHR1 agonist inactive, TDP43 rescue -3%, GLP-1R inv ag 14%, GLP1R cytotox 10%, aSyn yeast inh -3%, DRD3 agonist 1, D3 antag -4 and GLP-1R agonist 13%.
Screening COc1cc(NC(=O)c2cc(S(=O)(=O)N3CCCCC3)c[nH]2)cc(OC)c1 returned KB-V1 cytotox inconclusive, PTHR1 agonist -12%, TDP43 rescue 16%, GLP-1R inv ag -1%, GLP1R cytotox -11%, aSyn yeast inh 1%, DRD3 agonist 2, D3 antag 3 and GLP-1R agonist -4%.
For CCN(C(=O)COC(=O)c1ccc(S(=O)(=O)N2CCCc3ccccc32)cc1)C1CCS(=O)(=O)C1 (stereo not drawn) the results were KB-V1 cytotox inconclusive, PTHR1 agonist -21%, TDP43 rescue -13%, GLP-1R inv ag -28%, GLP1R cytotox -7%, aSyn yeast inh 2%, DRD3 agonist 9, D3 antag 0 and GLP-1R agonist -9%.
Cc1ccc(Nc2c(-c3ccc(C)cc3)nc3cnccn23)cc1 was read as KB-V1 cytotox 9%, PTHR1 agonist -24%, TDP43 rescue 22µM*, GLP-1R inv ag inconclusive, GLP1R cytotox -10%, DRD3 agonist 18 and GLP-1R agonist -2%.
`CC(C)C[C@@H]1CN=C(N)N1C[C@@H]1CCCN1C[C@@H](C(C)C)N1C[C@@H](Cc2ccccc2)N(CCCC2CCCC2)C1=N` gave KB-V1 cytotox 0%, PTHR1 agonist -5%, TDP43 rescue 14%, GLP-1R inv ag 6%, GLP1R cytotox 2%, aSyn yeast inh -6%, DRD3 agonist -18, D3 antag -12 and GLP-1R agonist 3%.
For CCC(C)OC(=O)n1ccc(C(=O)Nc2nccs2)n1 (stereo not drawn) the results were KB-V1 cytotox -1%, PTHR1 agonist -32%[inhibitor][57.5 µM], TDP43 rescue 12%, GLP-1R inv ag -5%, GLP1R cytotox -19%, aSyn yeast inh 3%, DRD3 agonist -7, D3 antag 6 and GLP-1R agonist -1%.
Screening CC(=O)C[C@@H](O)CC(=O)[C@@H]1OC(=O)CCCCCCCc2ccccc21 returned KB-V1 cytotox 3%, PTHR1 agonist 12%, TDP43 rescue -16%, GLP-1R inv ag -22%, GLP1R cytotox 6%, aSyn yeast inh -4%, DRD3 agonist -2, D3 antag inconclusive and GLP-1R agonist 5%.
For Cc1cc(=O)oc2ccc(OC(=O)CN3C(=O)c4cccc([N+](=O)[O-])c4C3=O)cc12 the results were KB-V1 cytotox 0%, PTHR1 agonist -4%, TDP43 rescue 0%, GLP-1R inv ag 3%, GLP1R cytotox 66%[activator], aSyn yeast inh 10%, DRD3 agonist 1, D3 antag 0 and GLP-1R agonist -7%.
For COC(=O)c1ccc(NC(=O)CCN2C(=O)NC(C)(C)C2=O)cc1 the results were KB-V1 cytotox -16%, PTHR1 agonist 1%, TDP43 rescue 7%, GLP-1R inv ag 22%, GLP1R cytotox 0%, aSyn yeast inh 2%, DRD3 agonist -3, D3 antag 27 and GLP-1R agonist -1%.
Screening O=S(=O)(NCc1ccccc1)c1ccc(S(=O)(=O)N(Cc2cccs2)CC2CCCO2)cc1 (stereo not drawn) returned KB-V1 cytotox -23%, PTHR1 agonist inactive, TDP43 rescue -19%, GLP-1R inv ag 9%, GLP1R cytotox 6%, aSyn yeast inh 0%, DRD3 agonist -20, D3 antag 9 and GLP-1R agonist 8%.
